Bioassay records: PubChem BioAssay, Southern Research Specialized Biocontainment Screening Center
VEEV TC-83 Vero: inhibitors of VEEV TC-83 cytopathic effect, confirmation, Vero cells (AID 588727). Vero cells, VEEV TC-83 cytopathic effect inhibition; higher % means a stronger effect. inhibition, % at 20 µM; hits with a dose series show IC50 in µM. actives 0.13% (n = 350,000); in the data active means a potency from the dose series; inconclusive means inhibition mostly from about 14% at the one dose, without a potency; inactive means the rest, 99 in 100 with inhibition below about 12%; further: strong numbers were not always called active
PhoP GFP inhibition: Inhibition of PhoP regulon, Salmonella typhi GFP reporter cells, confirmation, 4 h (AID 1850); Salmonella Typhi PhoP-promoter GFP reporter, fluorescence, 4 h; higher % means a stronger effect; actives 0.33% (n = 310,000); inhibition, % at 50 µM; hits with a dose series show IC50 in µM; in the data active means a potency from the dose series; inconclusive means inhibition mostly from about 25% at the one dose, without a potency; inactive means the rest, 99 in 100 with inhibition below about 19%;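 further: 0% = induced wells with vehicle and 100% = uninduced wells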
M. tuberculosis: growth inhibition of non-replicating M. tuberculosis (AID 488890); Mycobacterium tuberculosis non-replicating, growth inhibition; higher % means a stronger effect; inhibition, % at 25 µM, or IC50 in µM where a hit was titrated; actives 0.39% (n = 320,000); in the data active means a potency from the dose series; inconclusive means inhibition mostly from about 82% at the one dose, without a potency; inactive means the rest, 99 in 100 with inhibition below about 76%;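 further: plate controls were DMSO cells for no effect and high antibiotic wells for full effect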
H37Rv inhibition: M. tuberculosis growth inhibition, HTS (AID 449762); M. tuberculosis H37Rv growth inhibition, 7H9 media; higher % means a stronger effect; one-dose inhibition, % at 25 µM; IC50 in µM for titrated hits; actives 0.59% (n = 330,000); in the data active means a potency from the dose series; inconclusive means inhibition above about 70% without an active follow-up result;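 further: bacterial growth assessed after seven days of incubation; strong numbers were not always called active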
H1N1 NS1A inhibition: H1N1 influenza NS1A inhibitors, functional cell based assay (AID 504329); NS1A functional cell-based assay, percent inhibition; higher % means a stronger effect; one-dose inhibition, % at 12.5 µM; IC50 in µM for titrated hits; actives 0.3% (n = 340,000); in the data active means a potency from the dose series; inconclusive means inhibition above about 27% without an active follow-up result; further: strong numbers were not always called active
VEEV TC-83 Vero 10K pilot screen: further read-out of VEEV TC-83 Vero, marked with its call; inhibition, %; measured here: 10K pilot screen inhibition
* hit, by the source's call; i = inactive; ? = inconclusive; . = not tested or not shown. Outcome played no part in choosing rows. Share with any hit: about 1.5%.

SMILES | VEEV TC-83 Vero | PhoP GFP inhibition | M. tuberculosis | H37Rv inhibition | H1N1 NS1A inhibition | others
C=CCC1(N(C(C)=O)c2ccccc2)CCCCC1 | 0.4% | 2% | 50% | 7% | 6%
COc1ccc(N/C(C)=C/C(=O)c2ccccc2)cc1 | 1.3% | -11% | . | ? | -2%
Cc1ccc(-c2nnc(Nc3ccc(CC(N)=O)cc3)c3ccccc23)cc1S(N)(=O)=O | 3.9% | -8% | -5% | 7% | -26%
OCCNc1cc(-n2nc(-c3ccccc3)cc2-c2ccccc2)ncn1 | 8.0% | -7% | 41% | -2% | 10%
CCn1ncc(C2=NOC(C(=O)Nc3c(C)nn(Cc4ccc(F)cc4)c3C)C2)c1C (centres undefined) | 0.6% | -1% | . | -3% | 6%
Cc1cccc(N2CCN(c3nnc(C(F)(F)F)s3)CC2)c1 | 0.7% | 6% | ? | 7% | -6%
Nc1cc(=O)[nH]c(=O)n1Cc1ccccc1 | 6.9% | -1% | -18% | -1% | 0%
CCOc1ccc(C(C)NC(=O)Nc2ccccc2C(=O)OC)cc1 (centres undefined) | 5.5% | -2% | 24% | 11% | -3%
CCOc1cccc2cc(-c3nnc(NCc4ccc5c(c4)OCO5)s3)c(=O)oc12 | 1.2% | -5% | -5% | 5% | -5%
O=C(Nc1ccccc1NC(=O)c1ccc(F)cc1)c1ccc(F)cc1 | 0.2% | -8% | 0% | -2% | 13%
CCC1CCCCN1Cc1c(O)ccc2c(=O)c(-c3ccccc3)coc12 (centres undefined) | 0.5% | -5% | 31% | -9% | -1%
COc1cc(/C=N/NC(=O)Cn2ccc(C(F)(F)F)n2)cc(OC)c1OC | 0.2% | -5% | -1% | 1% | 1%
CC/C(Cc1ccccc1)=N\NC(=O)c1cc([N+](=O)[O-])cc([N+](=O)[O-])c1 | 0.8% | 2% | 65% | 55% | -15%
Cc1ccccc1NC(=O)COC(=O)CCc1ccccc1 | 0.3% | -1% | 79% | -2% | -2%
CCCCn1c(SCC(=O)Nc2nnc(C)s2)nnc1-c1ccoc1C | i | 14% | . | -5% | -1%
CC(=O)c1c(C)[nH]c(C(=O)OCC(=O)Nc2cccc(S(=O)(=O)N(C)C)c2)c1C | 6.5% | -12% | -5% | 2% | -4%
CCOc1cc(C(=O)Nc2c(C)ccc3nsnc23)cc(OCC)c1OCC | 7.7% | 10% | -8% | -12% | 6%
Cc1cc(C)cc(NC(=O)N2CCc3ccccc3C2)c1 | 6.9% | 2% | 31% | 7% | -11%
COc1cccc(-c2nnc(-c3ccco3)o2)c1 | 2.4% | 0% | . | -5% | 3%
CCOc1ccc(/C=C/C(=O)Nc2ccc(C(N)=O)cc2)cc1OC | 1.1% | -6% | -2% | 4% | -7%
CCCCn1c(N)c(N(CC)C(=O)COc2ccc(C#N)cc2)c(=O)[nH]c1=O | 2.9% | . | 2% | 4% | 0%
COc1ccc(S(=O)(=O)Nc2cc(C)c(O)cc2C(C)C)cc1 | 3.5% | -5% | 11% | 1% | -4%
CCCCn1c(N)c(N(CCOC)C(=O)CN2c3ccccc3CC2C)c(=O)[nH]c1=O (centres undefined) | 1.4% | -1% | 2% | 3% | -5%
CCCCOC(=O)c1ccc(NC(=O)COC(=O)CSc2nc(C)cc(C)n2)cc1 | 0.1% | -5% | 23% | 64% | -7%
CCCCN(C)Cc1c(O)ccc2c(-c3ccccc3)cc(=O)oc12 | 5.8% | -4% | 32% | 6% | -6%
O=[N+]([O-])c1ccc2nonc2c1Nc1cccc(F)c1 | i | -6% | . | 9% | 16%
O=C(COC(=O)c1cc(=O)[nH]c2ccccc12)NC1CCCC1 | 1.0% | 1% | -5% | -1% | .
CCOC(=O)C1=C(CS(=O)(=O)c2ccc(C)cc2)NC(=O)NC1c1cc(OC)c(OC)c(OC)c1 (centres undefined) | 0.2% | 6% | -3% | 6% | 6%
C/C(CC(=O)Nc1cccc(Cl)c1Cl)=N\NC(=O)c1ccccc1Br | 11% | 2% | 10% | 0% | 2%
COc1ccc2nc(C)cc(N3CCC(C(N)=O)CC3)c2c1 | 0.1% | 4% | -3% | -5% | 0%
COC(=O)C1=C(N)Oc2cc(C)n(CCc3ccccc3)c(=O)c2C1c1cccnc1 (centres undefined) | 1.7% | 16% | 10% | 7% | 7%
NC(=O)c1ccc(NC(=O)CN2CCN(c3ccccc3)CC2)cc1 | 0.1% | -6% | 2% | -5% | -6%
CCn1cc(CN2CCCC(C(=O)Nc3cccc(-c4cc5ccccc5[nH]4)c3)C2)cn1 (centres undefined) | 2.2% | 10% | 23% | -2% | 12%
COc1cccc(CNC(=O)CN(C)S(=O)(=O)c2ccc(Br)s2)c1 | 0.4% | -3% | 15% | -3% | -3%
COCCNc1ccnc2c(Cl)cccc12 | 0.3% | 1% | 61% | 6% | 4%
O=[N+]([O-])c1ccc(-c2nc(NCC3CCCO3)c3ccccc3n2)cc1 (centres undefined) | 5.5% | -4% | 15% | 2% | 6%
Cc1nn(-c2ccccc2)c(Cl)c1C(=O)N(C)CC(=O)Nc1cccc(F)c1 | 5.0% | 0% | 2% | 1% | -3%
O=C(C1CCN(S(=O)(=O)c2cccc3nsnc23)CC1)N1CCc2ccccc21 | 3.4% | 2% | . | -12% | 5%
CCc1ccc(CN(C)CC(=O)Nc2ccc3c(c2)CCC3)cc1 | 0.6% | 4% | ? | 19% | -8%
NS(=O)(=O)c1ccc(CCNC(=O)c2ccccc2Cc2ccccc2)cc1 | 1.7% | -4% | -3% | 1% | -10%

A draw from above in order of formula weight, low to high:
SMILES | VEEV TC-83 Vero | PhoP GFP inhibition | M. tuberculosis | H37Rv inhibition | H1N1 NS1A inhibition | others
O=[N+]([O-])c1ccc(-c2nc(NCC3CCCO3)c3ccccc3n2)cc1 (centres undefined) | 5.5% | -4% | 15% | 2% | 6%
Cc1nn(-c2ccccc2)c(Cl)c1C(=O)N(C)CC(=O)Nc1cccc(F)c1 | 5.0% | 0% | 2% | 1% | -3%
COC(=O)C1=C(N)Oc2cc(C)n(CCc3ccccc3)c(=O)c2C1c1cccnc1 (centres undefined) | 1.7% | 16% | 10% | 7% | 7%
CCn1cc(CN2CCCC(C(=O)Nc3cccc(-c4cc5ccccc5[nH]4)c3)C2)cn1 (centres undefined) | 2.2% | 10% | 23% | -2% | 12%
COc1cccc(CNC(=O)CN(C)S(=O)(=O)c2ccc(Br)s2)c1 | 0.4% | -3% | 15% | -3% | -3%

Carrying on:
SMILES | VEEV TC-83 Vero | PhoP GFP inhibition | M. tuberculosis | H37Rv inhibition | H1N1 NS1A inhibition | others
Cc1c(C(=O)CN2CCCC(C)(C)C2)c2ccccc2n1C | i | 10% | -13% | 6% | -16%
CCCc1cc(C(=O)N2CCCC(Nc3ccc(C)c(C)c3)C2)n(C)n1 (centres undefined) | 2.0% | -3% | -10% | 1% | 19%
N#Cc1ccc(-c2ccc(F)cc2)nc1Sc1ccccc1 | i | -2% | 4% | 9% | -2%
O=C(COC(=O)c1ccc[n+]([O-])c1)Nc1c(Br)cc([N+](=O)[O-])cc1Br | . | 0% | 22% | 1% | .
Cn1cc(S(=O)(=O)NCc2ccco2)c(=O)n(C)c1=O | 0.8% | 4% | -7% | -8% | 6% | VEEV TC-83 Vero 10K pilot screen=0.5
CCOC(=O)C1(CC)NC(c2ccc(N(C)C)cc2)C2C(=O)N(C)C(=O)C21 (centres undefined) | 2.0% | -13% | 1% | 2% | 9%
O=S(=O)(c1ccc(-c2n[nH]c(=S)o2)cc1)N1CCCC1 | 1.3% | 3% | -6% | -3% | 2%
COc1ccc(CN2CCN(C(=O)c3c(-c4ccccc4)noc3C)CC2)cc1F | i | . | -6% | -12% | -8%
Cc1ccccc1C(=O)NC(=S)Nc1ccc(S(=O)(=O)N2CCOCC2)cc1 | 1.2% | -18% | 76% | 13% | -2%
CCCC(=O)N1CC2(CCC)CN(C(=O)CCC)CC(CCC)(C1)C2=O | 0.9% | -18% | 7% | -4% | -10%
COCCn1c(SCC#N)nnc1-c1ccc(OC)cc1 | i | -4% | -16% | -5% | -16%
O=C(COC(=O)COc1ccc(Br)cc1)NC1CCCCCC1 | i | . | 36% | 2% | -19%
CC1C(C#N)=C(N)OC2=C1C(=O)CCC2 (centres undefined) | 2.3% | -5% | 12% | -5% | -6%
O=C(N/N=C\c1ccc([N+](=O)[O-])o1)c1cncc(Br)c1 | 2.4% | -7% | 8.6µM* | ? | 2%
O=c1cnc2ccccc2n1Cc1ccccc1C(F)(F)F | i | -9% | -2% | 8% | 4%
CCCCNC(=O)CC(=O)Nc1ccccc1C(=O)O | i | 4% | 18% | 10% | 2%
Cc1ccc(-n2[nH]c(C)c(/C=N/Nc3ccc([N+](=O)[O-])cc3[N+](=O)[O-])c2=O)cc1C | i | 15% | ? | -1% | ?
N#CCCn1c(=O)n(CCC#N)c2ccccc21 | 1.4% | 6% | -10% | -2% | .
O=C(O)c1cc2c(ccc3ccccc32)oc1=O | i | -19% | . | -12% | -7%
O=C(Oc1oc(-c2ccco2)nc1C=Nc1ccccc1)c1ccoc1 | 0.3% | -6% | -7% | 4% | -6%
O=C(Cn1nc(C(=O)O)c2ccccc2c1=O)Nc1cccc(S(=O)(=O)N2CCCC2)c1 | 3.5% | . | . | . | 6%
CCN(CC)CCC#CC1(O)c2ccccc2-c2ccccc21 | 1.4% | 0% | 3% | 2% | -4%
FC(F)(F)c1ccnc(NCc2ccc(Cl)cc2)n1 | 0.2% | 2% | 7% | 11% | 4%
CCc1ccc(NC(=O)CSc2nnc(CNC(=O)c3c(F)cccc3Cl)o2)cc1 | i | 5% | 33% | -5% | 1% | VEEV TC-83 Vero 10K pilot screen=1.2
NS(=O)(=O)OCC(Cc1ccccc1)N1C(=O)c2ccccc2C1=O (centres undefined) | 0.8% | 2% | 11% | 2% | 1%
O=C(COc1cccnc1[N+](=O)[O-])c1c[nH]c2ccccc12 | 1.2% | 19% | 12% | 2% | -6%
NS(=O)(=O)c1ccc(NC(=O)c2c(Cl)cccc2Cl)cc1 | 0.4% | -2% | -12% | -5% | 8%
C/C(=C\C=C(C#N)C#N)c1cc(C#N)c(N)o1 | 1.4% | . | . | . | 25% | VEEV TC-83 Vero 10K pilot screen=1.6
O=C(NCCSc1ccccc1)c1ccc(CN2CCOCC2)cc1 | 0.7% | 0% | 12% | 9% | -17%
COc1ccccc1C(=O)NCC(=O)OCC(=O)c1ccc2c(c1)-c1ccccc1C2 | 1.6% | -2% | -14% | 4% | 2%
Cc1ccc(C2Nc3ccc4ccccc4c3C3=C2C(=O)CC(C)(C)C3)o1 (centres undefined) | 9.6% | -12% | -8% | -7% | -4%
O=C(COc1ccccc1)N(Cc1cccs1)C1CCS(=O)(=O)C1 (centres undefined) | 0.6% | 6% | 0% | -8% | -1%
COc1ccc(OCC(=O)Nc2nc3ccccc3[nH]2)cc1 | 6.6% | 5% | 16% | -7% | -14%
Cc1cc(NC(=O)CSc2nc3ccccc3n2CC(=O)N2CC(C)CC(C)C2)no1 (centres undefined) | 0.5% | 1% | -9% | 2% | 5%
CC(C(=O)NCc1cccnc1)c1ccc([N+](=O)[O-])cc1 (centres undefined) | 0.3% | 4% | 3% | 0% | 5%
CC(=O)Nc1ccc(C(=O)Nc2ccc(S(=O)(=O)N3CCCCC3)cc2)cc1 | 1.4% | 5% | 1% | -4% | -8%
Cc1cc(OCc2nnc(SC(C)C(=O)O)n2-c2ccccc2)ccc1Cl (centres undefined) | i | -8% | 1% | 0% | -20%
CSc1nc(C)cc(OCC(=O)n2nc(C)cc2C)n1 | 0.7% | 9% | -6% | 2% | -2%
COc1ccc(N(CC(=O)NCCC2=CCCCC2)S(=O)(=O)c2c(C)[nH]c(=O)[nH]c2=O)cc1 | 1.2% | -5% | 29% | -6% | -3%
CCCCOc1ccc(Cl)cc1CSc1nnc(C)n1N | 1.6% | -2% | 17% | -10% | -8%
CCn1cc(CCC(=O)NCc2ccccc2OC)c2ccccc21 | i | 1% | 24% | 5% | -12%
CCN(CC)S(=O)(=O)c1ccc(/C=C/C(=O)OCC#N)cc1 | 0.2% | 0% | ? | 6.6µM* | 1%
O=C(N/C(=C/c1cccnc1)C(=O)N1CCOCC1)c1ccccc1 | i | -2% | 3% | 10% | -1%
O=C(/C=C/c1cccs1)N1CCCC1 | 3.1% | 2% | 74% | -2% | 1%
Cc1sc2nc(C3CC3)nc(SCC(=O)N3CCCc4ccccc43)c2c1C | . | -2% | 51% | 9% | .
O=C(Nc1ncc(Cl)cc1Cl)c1c(F)cccc1Cl | i | 5% | -1% | 10% | -1%
CC(C)(C)c1ccc(/C=C2\Oc3cc(O)ccc3C2=O)cc1 | i | -4% | 19% | 3% | -5%
